GPR151 activ = activators of human GPR151, primary screen, cell-based, PathHunter beta-arrestin, luminescence | G-protein coupled receptor 151 (Homo sapiens), Q8TDV0 | PathHunter beta-arrestin GPR151 cells | activation, % at 11.2 µM | 650,000 compounds, 1% hits | AID 1508602, 2020; in the data active means activation above about 4.9%;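 further: 0% = median of compound wells and 100% = cells with positive control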
MITF primary = MITF inhibitors, primary screen, biochemical, AlphaScreen, human; inhibition, % at 2.6 µM; 650,000 compounds, 0.91% hits; AID 1259374, 2018; Microphthalmia-associated transcription factor (Homo sapiens), O75030; AlphaScreen MITF homodimerization, bead proximity signal; in the data active means inhibition above about 50%;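 further: 0% = vehicle wells with protein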
TEAD-YAP inh = TEAD-YAP interaction inhibition, primary screen, TEAD-YAP interaction inhibitor project, luminescence, HEK-TIYL cells. TEAD-Gal4/YAP UAS-luciferase luminescence. inhibition, % at 9.12 µM. 640,000 compounds, 1.4% hits. AID 1259422, 2018; in the data active means inhibition above about 32%;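 further: 0% = median of test compound wells and 100% = reference inhibitor wells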
FBW7 act = FBW7 E3 ligase activators, primary screen, biochemical, AlphaScreen, human; AlphaScreen FBW7–phospho-cyclin E peptide binding, activator screen; normalized activity (activation), % at 26.1 µM; F-box/WD repeat-containing protein 7 (Homo sapiens), Q969H0; 650,000 compounds, 0.13% hits; AID 1259310, 2017; in the data active means normalized activity above about 1.9%;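 further: purified mutant Fbw7 with reduced substrate affinity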
Target sequence (Q969H0 whole entry, looked up): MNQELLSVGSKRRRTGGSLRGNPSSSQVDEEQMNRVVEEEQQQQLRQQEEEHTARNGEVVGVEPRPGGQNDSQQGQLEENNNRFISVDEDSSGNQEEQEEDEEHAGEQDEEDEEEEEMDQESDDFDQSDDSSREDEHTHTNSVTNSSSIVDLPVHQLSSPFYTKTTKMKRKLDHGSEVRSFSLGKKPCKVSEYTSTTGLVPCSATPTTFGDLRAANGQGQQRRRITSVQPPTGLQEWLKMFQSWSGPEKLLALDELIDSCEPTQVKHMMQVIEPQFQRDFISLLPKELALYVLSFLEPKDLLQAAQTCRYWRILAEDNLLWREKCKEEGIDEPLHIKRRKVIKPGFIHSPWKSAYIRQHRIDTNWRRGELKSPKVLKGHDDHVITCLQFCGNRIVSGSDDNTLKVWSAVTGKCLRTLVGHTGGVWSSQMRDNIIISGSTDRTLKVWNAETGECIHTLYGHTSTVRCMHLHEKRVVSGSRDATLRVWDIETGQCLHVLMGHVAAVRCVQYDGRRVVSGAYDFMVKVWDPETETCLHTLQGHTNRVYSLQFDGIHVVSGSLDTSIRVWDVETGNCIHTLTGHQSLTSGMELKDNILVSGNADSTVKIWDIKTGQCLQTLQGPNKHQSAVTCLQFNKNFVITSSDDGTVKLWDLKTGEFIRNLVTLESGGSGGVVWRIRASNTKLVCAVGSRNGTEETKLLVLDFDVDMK
* marks the source's active call; other numbers are inactive results. The order is random; any-hit rate near 3.4%.

nr	Molecule	GPR151 activ	MITF primary
1	COc1ccc(S(=O)(=O)N2CCC(C(=O)Nc3cc(C)ccc3C)CC2)cc1	-0.1	6
2	COC(=O)c1c(NC(=O)c2cccs2)sc(C(=O)Nc2cccc([N+](=O)[O-])c2)c1C	-0.9	9
3	COC(=O)C1=C(C)N(CCc2ccc(OC)c(OC)c2)C(=O)/C1=C\c1cccs1	-0.3	10
4	O=c1cc(-c2ccccc2)nc(-c2ccc(Br)cc2)[nH]1	-0.7	0
5	COc1cccc(/C=C(\C#N)c2nc3ccc(C)cc3[nH]2)c1	-0.7	4
6	N#Cc1ccc(C(=O)N2C(=O)c3ccccc3S2(=O)=O)cc1	-1.3	9
7	CCCCN(Cc1ccccc1)S(=O)(=O)c1ccc2c(c1)CCN2C(C)=O	0.0	10
8	Cc1cccc(OCC(=O)Nc2ccc(F)c([N+](=O)[O-])c2)c1	0.5	1
9	Cc1cccc(C)c1Nc1nnc(C(C)(C)C)c(=O)[nH]1	0.4	4
10	CCCCOC(=O)C1=C(C)Nc2nnnn2C1c1cccc(OC)c1OC (configuration not stated)	0.3	-2
11	CCCC(CCC)C(=O)Nc1ccc2c(c1)N(C(=O)CCN1CCN(C)CC1)c1ccccc1CC2	0.5	1
12	COc1ccc2nc3oc(C(=O)Nc4ccc(F)cc4F)cc3cc2c1	-0.3	-19
13	Cc1ccc(NC(=O)c2ccc(C3CCCCC3)cc2)cc1Br	0.1	-3
14	c1cncc(CNc2nc(Nc3cnccn3)nc3c2ncn3C2CCCCC2)c1	0.6	-5
15	O=C(CSc1ncc(-c2ccc([N+](=O)[O-])cc2)[nH]1)N1CCCCC1	-0.4	14

nr	TEAD-YAP inh	FBW7 act
1	1	0.1
2	-74	0.2
3	-12	-0.3
4	9	0.2
5	-8	0.0
6	3	0.1
7	6	0.1
8	32*	-0.3
9	17	0.0
10	0	0.0
11	-6	0.1
12	-1	-0.1
13	6	0.0
14	21	-0.1
15	-26	0.1

(cont.)
nr	Molecule	GPR151 activ	MITF primary
16	CCOC(=O)C1CCCN(Cc2ccccc2C)C1 (configuration not stated)	0.5	29
17	COC(=O)c1ccc(OCc2cccc([N+](=O)[O-])c2)cc1	0.4	-3
18	O=C(CN(C1CCCCC1)S(=O)(=O)c1ccccc1)NCc1cccnc1	-0.2	0
19	O=C(Nc1nccs1)c1cc(-c2cccnc2)nc2ccc(Br)cc12	-0.8	0
20	O=[N+]([O-])c1ccc(Oc2sc(=Nc3ccccc3)n(CCO)c2-c2ccccc2)cc1	-1.9	9
21	CS(=O)CCNC(=O)Nc1ccc(C#N)cc1 (configuration not stated)	0.3	-5
22	Cc1sc2nc(C(C)C)n3c(=O)n(Cc4ccccn4)nc3c2c1C	13*	-3
23	CCC(Sc1nc2ccsc2c(=O)n1-c1cccc(Cl)c1Cl)C(=O)NCc1ccco1 (configuration not stated)	0.4	-1
24	Cc1cccc2nc(-c3cccnc3)c(NC3CCCC3)n12	2.6	-1
25	CCSc1nnc(NC(=O)C(F)(F)F)s1	-4.5	0
26	CCOC(=O)C(=O)N1c2ccccc2C(C)(c2ccc(Cl)cc2)CC1(C)C (configuration not stated)	0.8	7
27	CCOc1cc(-c2nc3sc4c(c3c(=O)[nH]2)CCCC4)ccc1OCCOc1ccc(C(C)CC)cc1 (configuration not stated)	-0.9	14
28	CC1CN(Cc2coc3ccccc3c2=O)Cc2ccccc2O1 (configuration not stated)	-1.0	15
29	O=C(c1ccccc1)n1c(=S)nc2ncccn21	-2.0	-8
30	NC(=O)CSc1nc2ccsc2c(=O)n1CCC(=O)O	0.5	-1

nr	TEAD-YAP inh	FBW7 act
16	2	0.1
17	-19	0.1
18	7	-0.2
19	16	0.0
20	2	-0.2
21	0	0.2
22	-2	-0.1
23	4	-0.3
24	13	-0.6
25	4	0.2
26	4	0.0
27	1	0.1
28	-4	0.2
29	-60	0.3
30	-4	0.0

Additional structures
nr	Molecule	GPR151 activ	MITF primary
31	COc1cc(/C=c2\sc3nc(-c4cccs4)nn3c2=O)ccc1OC(C)=O	1.1	-13
32	CCOC(=O)C1CCN(C(=O)c2cccc(NS(=O)(=O)c3ccc(Cl)cc3)c2)CC1	-0.6	-1
33	NCC1CCCN(c2cc(NCc3ccccc3)ncn2)C1 (configuration not stated)	-1.7	-4
34	O=c1c2sccc2nc(SCc2cc(=O)n3cc(Cl)ccc3n2)n1C1CCCCC1	1.0	-1
35	CSCCC(C)N1CCC(n2nccc2NC(=O)C(C)(C)C)CC1 (configuration not stated)	0.1	-10
36	Cc1ccccc1CN1CCN(C2CCCC2)C(CCO)C1 (configuration not stated)	1.8	14
37	CC(C)NC(=O)C1CCCN(C(=O)NCc2ccccc2)C1 (configuration not stated)	0.2	-3
38	COCCCNC(=O)C1CC(=O)N(Cc2ccc(OC)cc2)C1 (configuration not stated)	0.3	0
39	CCOc1cc(C(=O)NC2=NCCS2)cc(OCC)c1OCC	-0.3	15
40	CSc1cccc(NC(=O)CN(c2ccc(Cl)cc2)S(C)(=O)=O)c1	0.6	-16
41	CCOc1ccccc1NC(=O)CSc1nccn1-c1ccc(OC)cc1	-0.4	-6
42	CCn1c(SCC(=O)N(C)C)nnc1-c1cccs1	0.9	-11
43	CC1=C(C(=O)Nc2cc(C)ccn2)C(c2ccc(Cl)c([N+](=O)[O-])c2)C2=C(CC(C)(C)CC2=O)N1 (configuration not stated)	-1.5	25
44	Cc1cnc(C(=O)OCC(=O)NC2CCCCC2)cn1	-0.4	1
45	Cc1csc(NC(=O)CSc2ccc(-c3ccco3)nn2)n1	0.8	-7

nr	TEAD-YAP inh	FBW7 act
31	6	-0.1
32	-1	0.0
33	20	-0.1
34	8	-0.1
35	-4	-0.2
36	-6	0.2
37	-17	-0.2
38	7	-0.1
39	1	0.8
40	-21	-0.2
41	-9	-0.2
42	2	0.2
43	5	0.1
44	3	0.0
45	-11	-0.4

Next section:
nr	Molecule	GPR151 activ	MITF primary
46	O=C(/C=C/c1ccccc1)N1CCN(S(=O)(=O)c2ccc(Br)cc2)CC1	0.8	-6
47	O=C1CCCN1CCC1CCCCN1Cc1c(C(=O)N2CCCCC2)nc2sccn12 (configuration not stated)	-0.5	-2
48	COc1ccccc1NC(=O)CSc1nc2ccsc2c(=O)n1-c1ccc(Cl)c(C)c1	0.7	15
49	S=c1n(CN2CCN(c3ncccn3)CC2)nc(-c2ccccc2)n1-c1ccccc1	0.2	0
50	O=C(/C=C/c1ccccc1)Nc1nc(-c2ccccc2)c(-c2ccccc2)s1	1.1	-5
51	COC(=O)[C@@H]1C[C@H](NC(=O)C2CCCCC2)CN1C1CCN(CCc2ccccc2)CC1	1.0	7
52	COc1ccccc1OCCNC(=O)c1cccc2ccccc12	-1.1	-5
53	Oc1cc2ccccc2cc1-c1nc2c3c4c(sc3ncn2n1)CCCCC4	-1.8	0
54	CCOc1ccc(-n2c3nc(=O)[nH]c(=O)c-3cc3cc4c(cc32)OCO4)cc1	0.3	-23
55	O=C(CCN1C(=O)c2cccc([N+](=O)[O-])c2C1=O)NNC(=O)C1COc2ccccc2O1 (configuration not stated)	0.0	7
56	O=C(CSc1ccccn1)Nc1ccc(Cl)cc1	-0.3	3
57	COc1cc(OC)cc(C(=O)Nc2ccc3nc4n(c(=O)c3c2)CCCCC4)c1	-0.2	-24
58	O=C(CSc1ccc2nnc(-c3ccc(F)cc3)n2n1)NCc1ccccc1	0.2	4
59	COc1ccc(S(=O)(=O)n2nc(OC(=O)c3ccccc3F)cc2N)cc1	-1.9	2
60	COc1ccc(C(=O)Oc2ccc(C=O)cc2)cc1	0.4	-8

nr	TEAD-YAP inh	FBW7 act
46	3	0.0
47	-2	0.6
48	-12	0.9
49	7	-0.2
50	1	0.0
51	12	0.0
52	-4	0.0
53	4	0.1
54	-12	0.1
55	6	0.2
56	-2	0.2
57	-21	-0.2
58	5	0.0
59	6	0.0
60	-4	0.1

The results go on:
nr	Molecule	GPR151 activ	MITF primary
61	COC(=O)C1=CN(c2ccc(C(=O)OC)cc2)C=C(C(=O)OC)C1c1ccc(C)cc1	0.2	-16
62	Cc1cnc(-c2ccc(C(=O)NC3CC3)cc2)nc1NCc1ccccc1	-1.8	-3
63	NS(=O)(=O)c1ccc(-c2ccc(C3C4=C(CCCC4=O)NC4=C3C(=O)CCC4)o2)cc1	-1.9	17
64	CCN(C(=O)C1CCCCC1)c1nnc(-c2cccnc2)s1	-0.7	7
65	O=C(CN(c1cccc([N+](=O)[O-])c1)S(=O)(=O)c1ccccc1)Nc1cccc(Cl)c1Cl	1.7	-8
66	CCOC(=O)C1=C(C)N=c2s/c(=C\c3ccc(OCc4ccccc4)c(OCC)c3)c(=O)n2C1c1ccc(OC)cc1 (configuration not stated)	0.9	10
67	COc1cccc(-c2nc(CS(=O)(=O)CC(=O)N3CCCCC3)c(C)o2)c1	-0.9	28
68	CCC(CO)NCC#Cc1ccccc1 (configuration not stated)	3.4	-2
69	CCOC(=O)C1CCN(C(=O)CSc2nc(N)cc(=O)[nH]2)CC1	1.5	-5
70	CC1CCc2nn(CC(=O)NCCCOC(C)C)cc2C1 (configuration not stated)	-0.9	-3
71	O=C(NCc1cccnc1)c1ccc2nc(NC3CCC(O)CC3)sc2c1 (configuration not stated)	2.6	6
72	CC(C)(C)c1ccc(C(=O)Nc2ccc3oc(-c4ccncc4)nc3c2)cc1	1.8	6
73	CN(c1ccc2nc3ccccc3c(=O)n2n1)C1CCCCC1	-5.6	8
74	COc1ccc(C(=O)c2oc3ccc(Cl)cc3c2N)cc1	0.6	9
75	CCOC(=O)C1CCCCN1Cc1ccc(SC)cc1 (configuration not stated)	1.7	40

nr	TEAD-YAP inh	FBW7 act
61	0	0.1
62	-16	0.0
63	5	-0.1
64	-13	0.1
65	0	-0.2
66	7	-0.1
67	11	-0.1
68	-7	0.0
69	-4	0.0
70	5	0.1
71	4	0.7
72	4	-0.1
73	90*	0.4
74	-46	0.5
75	7	0.1

Full records from above. Order of values: GPR151 activ, MITF primary, TEAD-YAP inh, FBW7 act
CC1CCc2nn(CC(=O)NCCCOC(C)C)cc2C1 (configuration not stated) is listed as -0.9, -3, 5, 0.1
O=C(CN(c1cccc([N+](=O)[O-])c1)S(=O)(=O)c1ccccc1)Nc1cccc(Cl)c1Cl is listed as 1.7, -8, 0, -0.2
COc1ccc(C(=O)c2oc3ccc(Cl)cc3c2N)cc1 is listed as 0.6, 9, -46, 0.5

Remaining list, next part
nr	Molecule	GPR151 activ	MITF primary
76	O=C(/C=C/c1ccco1)NNC(=O)COc1ccc(OCc2ccccc2)cc1	-1.9	3
77	O=C(Cn1nc2c3ccccc3nc(C3CC3)n2c1=O)NC1CCCC1	0.2	-9
78	O=C1Cc2cc(S(=O)(=O)NC3CCCCC3)cc3c2N1CCC3	0.2	20
79	CCN(CC)C(=O)Cn1cnc2sc(C(=O)Nc3cccc(C)c3)c(C)c2c1=O	-0.3	-11
80	CN(CC1OCCO1)CN1C(=O)/C(=C/c2coc3ccccc3c2=O)NC1=S	-1.4	-3
81	CCOCCOC(=O)C1=C(C)NC2=C(C(=O)CC(c3ccccc3)C2)C1c1ccc(F)cc1 (configuration not stated)	0.5	-24
82	Cc1ccc(C(=O)CC2(O)C(=O)N(CCc3ccccc3)c3ccccc32)s1 (configuration not stated)	-1.6	-9
83	COc1cc(C(C)=O)ccc1OCC(O)CN1CCN(c2cccc(Cl)c2)CC1 (configuration not stated)	0.8	7
84	Cc1ccc(N2CCN(Cc3ccccn3)CC2)cc1	-0.6	4
85	CCc1ccccc1NC(=O)Cc1c(C(=O)O)[nH]c2ccccc12	-0.2	6

nr	TEAD-YAP inh	FBW7 act
76	3	0.0
77	8	-0.1
78	-6	0.4
79	-37	-0.1
80	-2	-0.1
81	14	1.0
82	-4	-0.2
83	-13	0.0
84	5	-0.1
85	1	-0.1
